SENP6 block: SENP6 protease inhibitors, primary screen, biochemical, luminescence, uHTS. Sentrin-specific protease 6 (Homo sapiens), Q9GZR1. Recombinant SENP6 catalytic domain, aminoluciferin luminescence. inhibition, % at 10 µM. 1.8% of 330,000 active. AID 2599, 2010;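 active = inhibition above about 50% at the single tested dose, limit read from the data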;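 also: plate controls were DMSO wells with enzyme for no effect and DMSO wells lacking enzyme for full effect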
Target sequence (Q9GZR1 628-1112 limits assumed): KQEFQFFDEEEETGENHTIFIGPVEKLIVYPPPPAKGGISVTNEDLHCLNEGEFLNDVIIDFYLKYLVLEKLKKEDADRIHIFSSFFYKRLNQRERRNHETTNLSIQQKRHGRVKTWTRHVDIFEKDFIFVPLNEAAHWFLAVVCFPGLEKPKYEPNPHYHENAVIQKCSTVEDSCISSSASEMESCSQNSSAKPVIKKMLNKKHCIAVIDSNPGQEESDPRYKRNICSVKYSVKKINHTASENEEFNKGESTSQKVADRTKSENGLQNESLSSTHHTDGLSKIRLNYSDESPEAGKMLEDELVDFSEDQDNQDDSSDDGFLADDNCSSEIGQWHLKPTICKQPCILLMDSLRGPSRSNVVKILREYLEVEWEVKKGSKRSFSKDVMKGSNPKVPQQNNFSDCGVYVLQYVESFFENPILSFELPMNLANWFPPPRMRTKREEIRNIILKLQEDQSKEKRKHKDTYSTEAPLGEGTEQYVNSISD
UBC13 polyUb: UBC13 polyubiquitin chain formation inhibitors, primary screen, biochemical, TR-FRET, uHTS; AID 485273, 2010; 0.47% of 330,000 active; inhibition, % at 20 µM; Ubiquitin-conjugating enzyme E2 N (Homo sapiens), P61088; in the data active = inhibition above about 45%, passing the limit was not always enough
APOBEC3G inh: APOBEC3G DNA deaminase inhibitors, primary screen, biochemical, fluorescence, single-stranded DNA substrate, uHTS | recombinant A3G, ssDNA deamination FAM/TAMRA fluorescence | inhibition, % at 20 µM | 0.28% of 330,000 active | AID 493012, 2011;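 active = inhibition of at least 40% at 20 µM, with no more than 30% in the related APOBEC3A deaminase screen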;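 also: plate controls were DMSO wells with A3G for no effect and wells lacking A3G enzyme for full effect; some compounds called inactive have numbers as strong as hits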
SENP1 FRET inh: human SENP1 catalytic domain inhibitors, primary screen, biochemical, FRET, uHTS | Sentrin-specific protease 1 (Homo sapiens), Q9P0U3 | inhibition, % at 10 µM | recombinant SENP1 catalytic domain, CyPet-SUMO1-YPet FRET cleavage | 0.21% of 360,000 active;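 active = inhibition at least 30% at 10 µM, raw YFP signal under a set limit, fluorescence ratio 0.5 to 1.5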;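 also: 0% = enzyme with DMSO and 100% = no enzyme wells; some results filed as inactive read as strong as hits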
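Test system: hSENP1 catalytic domain, recombinant; Amount: 20 pM final SENP1 enzyme; Medium: Tris pH 8 buffer plus EDTA, NaCl, BME, BSA, NP40, catalase; Schedule: 50 min enzyme reaction, room temperature, light-protected; Technique: FRET fluorescence in CFP and YFP emission channels; Controls: no-enzyme wells low, DMSO-plus-enzyme wells high control.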
SENP8 block-1: SENP8 protease inhibitors, primary screen, biochemical, luminescence. Sentrin-specific protease 8 (Homo sapiens), Q96LD8. purified SENP8, Z-RLRGG-aminoluciferin cleavage. inhibition, % at 10 µM. 1.2% of 330,000 active. AID 2540, 2010; in the data active = inhibition above about 50%
Target sequence (Q96LD8 whole entry, looked up): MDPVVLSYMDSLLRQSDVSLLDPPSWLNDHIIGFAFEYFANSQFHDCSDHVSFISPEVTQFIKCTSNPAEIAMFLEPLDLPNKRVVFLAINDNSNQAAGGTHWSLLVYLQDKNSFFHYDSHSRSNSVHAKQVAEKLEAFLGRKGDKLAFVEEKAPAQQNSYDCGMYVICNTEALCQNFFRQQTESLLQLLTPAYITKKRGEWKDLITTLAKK
Apaf1 inhib: inhibitors of human Apaf-1 apoptosome, primary screen, biochemical, DEVD-Rh110 fluorescence, uHTS; Apoptotic protease-activating factor 1 (Homo sapiens), O14727; reconstituted apoptosome caspase-3 activity; inhibition, % at 20 µM; 0.71% of 330,000 active; active = inhibition of at least 40% at 20 µM;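 also: plate controls were DMSO wells for no effect and DEVD-CHO caspase inhibitor wells for full effect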
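Assay system – apoptosome proteins · Medium – Hepes buffer, pH 7.5 · Also added – cytochrome c with DEVD-Rh110 · Timing – 30 min compound preincubation, 50 min activation, room temperature · Detection – Rh110 fluorescence, excitation 480 nm, emission 540 nm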
SENP7 inh: SENP7 protease inhibitors, primary screen, biochemical, luminescence, uHTS | recombinant SENP7, Z-RLRGG-aminoluciferin luminescence, 40 min | inhibition, % at 5 µM | 1.5% of 330,000 active | AID 434973, 2010;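 active = inhibition above about 50% at the single test dose, limit read from the data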;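 also: plate controls were DMSO with enzyme for no effect and no enzyme buffer wells for full effect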
Target sequence (Q9BQF6 706-1050 limits assumed): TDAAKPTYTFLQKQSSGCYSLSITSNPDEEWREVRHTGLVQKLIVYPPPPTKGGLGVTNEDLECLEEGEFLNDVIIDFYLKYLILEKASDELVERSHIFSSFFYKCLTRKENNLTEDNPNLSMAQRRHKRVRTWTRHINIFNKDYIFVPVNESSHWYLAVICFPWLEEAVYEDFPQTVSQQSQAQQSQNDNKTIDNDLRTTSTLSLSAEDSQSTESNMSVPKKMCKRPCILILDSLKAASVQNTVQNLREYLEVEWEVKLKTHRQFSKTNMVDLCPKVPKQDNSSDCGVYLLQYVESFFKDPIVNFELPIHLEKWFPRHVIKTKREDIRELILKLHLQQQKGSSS
SENP8 block-2: human SENP8 protease inhibitors, primary screen, biochemical, fluorescence, Nedd8 protein substrate, uHTS | inhibition, % at 20 µM | 0.64% of 360,000 active | AID 602440, 2012 | recombinant SENP8; in the data active = inhibition mostly above about 40%, no sharp cut-off; inactive = mostly below about 27%
Starred values were filed as active, the others as inactive; . = no result given.

The first 18 compounds, to show the layout:
SMILES	SENP6 block	UBC13 polyUb	APOBEC3G inh	SENP1 FRET inh	SENP8 block-1	Apaf1 inhib	SENP7 inh	SENP8 block-2
COC(=O)C(NS(=O)(=O)c1ccc(NC(C)=O)cc1)C(C)C (stereo unspecified)	-2	-4	1	0	2	-25	2	9
CCOC(=O)CCCCCC(=O)Nc1ccc2c(c1)C(=O)N([C@H](C)CO)C[C@H](C)[C@@H](CN(C)C(=O)Nc1ccc(OC)cc1)O2	-9	7	12	1	-10	12	7	4
CN(Cc1nc(-c2cccs2)no1)CC(O)c1ccccc1 (stereo unspecified)	-21	11	-2	3	0	-18	0	24
C/C(=N/O)c1no[n+]([O-])c1/C(C)=N\O	-27	8	-6	2	-5	-9	2	28
CC1=CCC(COC(=O)Nc2ccccc2)CC1 (stereo unspecified)	82*	-3	-8	2	80*	9	89*	6
CCOC(=O)CSc1cccc2cccnc12	-12	-4	-3	1	-7	-6	0	-474
OCCN1CCN(C(=S)c2ccc(Br)cc2)CC1	-8	2	4	-1	-3	-22	4	10
N#Cc1nc(-c2ccccc2)oc1N1CCCCC1	-2	2	-9	1	-8	3	-9	-298
COc1ccc(C(OCC(O)CN(C)C2CCCCC2)c2ccc(OC)cc2)cc1 (stereo unspecified)	-10	6	-7	1	-7	16	-8	10
O=C(CNC(=O)c1ccco1)OCc1ccc(C(=O)c2ccccc2)cc1	1	-4	-6	1	-7	5	-6	12
O=C(O)c1ccc(CSC2CCCCC2)cc1	58*	1	-4	1	51*	-5	7	16
COC(=O)C1=C(COc2ccc(F)cc2)NC(=O)NC1c1ccc(C)cc1C (stereo unspecified)	-12	-4	2	-1	-6	-1	6	13
O=C(/C=C\c1ccc2c(c1)OCO2)CC1(O)C(=O)Nc2ccccc21 (stereo unspecified)	-7	5	-7	-1	-1	-17	1	-48
Cc1ccc(Cn2c(=O)n(-c3ccccc3)c(=O)c3ccc(C(=O)NCc4ccco4)cc32)cc1	-1	-12	-4	2	0	10	-6	-27
CC/C(=C(/CC)c1ccc(O)cc1)c1ccc(O)cc1	-4	5	-8	1	6	-151	4	2
CCN(CCn1cccn1)C(=O)C1CCC(=O)N(CCN2CCOCC2)C1 (stereo unspecified)	5	-7	-5	-1	-14	-3	0	6
COc1cc(C(=O)NCC(c2ccccc2)N(C)C)ccc1OCC(=O)N1CCOCC1 (stereo unspecified)	-8	14	-11	1	-5	-7	-5	16
CSc1ccc(S(=O)(=O)NC2CC2)cc1	-6	-6	-7	-1	-16	-9	10	4

The listing (from the top)
SMILES	SENP6 block	UBC13 polyUb	APOBEC3G inh	SENP1 FRET inh	SENP8 block-1	Apaf1 inhib	SENP7 inh	SENP8 block-2
COC(=O)C(NS(=O)(=O)c1ccc(NC(C)=O)cc1)C(C)C (stereo unspecified)	-2	-4	1	0	2	-25	2	9
CCOC(=O)CCCCCC(=O)Nc1ccc2c(c1)C(=O)N([C@H](C)CO)C[C@H](C)[C@@H](CN(C)C(=O)Nc1ccc(OC)cc1)O2	-9	7	12	1	-10	12	7	4
CN(Cc1nc(-c2cccs2)no1)CC(O)c1ccccc1 (stereo unspecified)	-21	11	-2	3	0	-18	0	24
C/C(=N/O)c1no[n+]([O-])c1/C(C)=N\O	-27	8	-6	2	-5	-9	2	28
CC1=CCC(COC(=O)Nc2ccccc2)CC1 (stereo unspecified)	82*	-3	-8	2	80*	9	89*	6
CCOC(=O)CSc1cccc2cccnc12	-12	-4	-3	1	-7	-6	0	-474
OCCN1CCN(C(=S)c2ccc(Br)cc2)CC1	-8	2	4	-1	-3	-22	4	10
N#Cc1nc(-c2ccccc2)oc1N1CCCCC1	-2	2	-9	1	-8	3	-9	-298
COc1ccc(C(OCC(O)CN(C)C2CCCCC2)c2ccc(OC)cc2)cc1 (stereo unspecified)	-10	6	-7	1	-7	16	-8	10
O=C(CNC(=O)c1ccco1)OCc1ccc(C(=O)c2ccccc2)cc1	1	-4	-6	1	-7	5	-6	12
O=C(O)c1ccc(CSC2CCCCC2)cc1	58*	1	-4	1	51*	-5	7	16
COC(=O)C1=C(COc2ccc(F)cc2)NC(=O)NC1c1ccc(C)cc1C (stereo unspecified)	-12	-4	2	-1	-6	-1	6	13
O=C(/C=C\c1ccc2c(c1)OCO2)CC1(O)C(=O)Nc2ccccc21 (stereo unspecified)	-7	5	-7	-1	-1	-17	1	-48
Cc1ccc(Cn2c(=O)n(-c3ccccc3)c(=O)c3ccc(C(=O)NCc4ccco4)cc32)cc1	-1	-12	-4	2	0	10	-6	-27
CC/C(=C(/CC)c1ccc(O)cc1)c1ccc(O)cc1	-4	5	-8	1	6	-151	4	2
CCN(CCn1cccn1)C(=O)C1CCC(=O)N(CCN2CCOCC2)C1 (stereo unspecified)	5	-7	-5	-1	-14	-3	0	6
COc1cc(C(=O)NCC(c2ccccc2)N(C)C)ccc1OCC(=O)N1CCOCC1 (stereo unspecified)	-8	14	-11	1	-5	-7	-5	16
CSc1ccc(S(=O)(=O)NC2CC2)cc1	-6	-6	-7	-1	-16	-9	10	4
CCOc1ccc(S(=O)(=O)N2CCCC(C(=O)N3CCOCC3)C2)cc1C (stereo unspecified)	-11	5	-5	2	-6	-10	-4	-12
Cc1nc(SCC(=O)Nc2cc(Cl)ccc2[N+](=O)[O-])nc(C)c1C	12	32	1	4	-1	13	3	22
O=C(CN1CCOCC1)NC1C2CC3CC(C2)CC1C3 (stereo unspecified)	-22	6	0	1	3	-4	2	10
Cc1nn(-c2ccccc2)c(N)c1C1(O)C(=O)N(C)c2ccccc21 (stereo unspecified)	-4	5	-5	-1	-1	-8	-1	12
COc1ccc2cc(CN(Cc3cccs3)Cc3nnnn3Cc3ccccc3)c(=O)[nH]c2c1	12	8	-1	-7	5	16	1	-70
CC(=O)Nc1ccccc1NC(=O)CN(C)S(=O)(=O)c1ccc(C)cc1	24	9	-4	0	3	-5	18	14
COc1ccc(COC(=O)CNC(=O)C2CCCCC2)cc1F	14	-3	-2	2	-2	1	1	14
O=C(COc1ccccc1)Nc1cccc(-c2nn[nH]n2)c1	-7	1	-8	3	-16	9	-9	-3
Cc1onc(-c2ccccc2Cl)c1C(=O)N1CCN(Cc2ccc3c(c2)OCO3)CC1	-1	-6	-14	2	1	1	5	-2
COc1cccc(CNC(=O)CCS(=O)(=O)c2ccccc2Cl)c1	-12	5	-8	2	-1	3	5	1
COc1cc(N(Cc2ccccc2)Cc2ccccc2)c2ncn(C(C)C)c2c1	14	10	-7	-2	4	11	6	16
COc1ccc(-c2cc(N)n(S(=O)(=O)c3ccc(C)cc3)n2)c(OC)c1	-1	-2	1	3	3	6	-4	17

Profiles as entered above. Order of values: SENP6 block | UBC13 polyUb | APOBEC3G inh | SENP1 FRET inh | SENP8 block-1 | Apaf1 inhib | SENP7 inh | SENP8 block-2
Cc1nc(SCC(=O)Nc2cc(Cl)ccc2[N+](=O)[O-])nc(C)c1C in the list: 12 | 32 | 1 | 4 | -1 | 13 | 3 | 22
COc1ccc2cc(CN(Cc3cccs3)Cc3nnnn3Cc3ccccc3)c(=O)[nH]c2c1 in the list: 12 | 8 | -1 | -7 | 5 | 16 | 1 | -70

New compounds follow
SMILES	SENP6 block	UBC13 polyUb	APOBEC3G inh	SENP1 FRET inh	SENP8 block-1	Apaf1 inhib	SENP7 inh	SENP8 block-2
CCOc1cc(C2c3c(oc4ccccc4c3=O)C(=O)N2c2nccs2)ccc1O (stereo unspecified)	-7	-2	0	-2	-4	2	8	34
Cc1ccc(OCCN2CCN(c3nc(NCc4ccco4)c4ccccc4n3)CC2)cc1	1	36	1	-17	-3	12	6	-157
CC(C)(C)OC(=O)N1CCC(NC(=O)c2[nH]cnc2C(=O)Nc2ccon2)CC1	-19	-21	-10	1	-7	-1	-12	26
Cc1ccc(S(=O)(=O)NCC2CCC(C(=O)NC3CCCCC3)CC2)cc1 (stereo unspecified)	1	-2	-7	1	2	12	-1	18
C=CCc1cccc(C=Nc2c[nH]c(=O)[nH]c2=O)c1O	14	-2	-8	-10	-1	-1	-5	9
CCO[C@@H]1OC(C(=O)N2CCOCC2)=C[C@H](c2cn(C(C)=O)c3ccccc23)[C@H]1CCCO	-1	0	-6	0	-11	-4	14	20
Cc1c(O)ccc2c(=O)c(-c3nncn3-c3ccccc3)coc12	-18	-2	-7	0	-6	8	-7	-13
O=S(=O)(c1ccc2c(c1)CCCN2)N1CCCC1	2	0	-6	0	7	-2	8	10
O=C(O)c1cc(S(=O)(=O)N2CCCC2)ccc1Br	17	6	-1	1	5	-15	-5	12
CO/N=C/C1C(=O)NN=C1c1ccccc1 (stereo unspecified)	-17	-1	-2	1	1	-8	6	13
OCCCc1nc2ccccc2n1CCOc1ccccc1	-22	6	-3	1	-1	-18	2	9
O=c1[nH]cc(I)cc1I	13	0	4	0	1	6	13	11
COC(=O)C1=C(CCc2ccccc2)NC(=O)NC1c1ccc(Br)cc1 (stereo unspecified)	3	19	13	1	-6	20	4	-5
O=C(CCCn1c(=S)[nH]c2cc3c(cc2c1=O)OCO3)N1CCN(c2ccc(Cl)cc2)CC1	-8	7	-7	0	0	12	2	1
CCN(C(=O)CCN1C(=O)c2ccccc2C1=O)C1CCCCC1	-45	-1	-6	0	1	0	0	0
CC(C)(C)C(=O)Nc1nc2cc3c(cc2s1)OCO3	8	5	-3	0	-9	-24	-1	18
CCc1ccc(N2CN=c3s/c(=C\c4ccccc4)c(=O)n3C2)cc1	-20	-3	-6	2	-5	9	1	10
COc1ccc2c(c1)c(CC(=O)Nc1cc(C)ccc1C)c(C)n2C(=O)c1ccc(Cl)cc1	-3	13	0	1	0	5	-3	2
COc1ccc(C(=O)Nc2ccccc2C(=O)N/N=C/c2ccccc2OC)cc1	67*	-10	3	1	45	-1	65*	-78
COCCN(C(=O)CSc1nnc2cc(C)c3ccccc3n12)c1c(N)n(Cc2ccccc2)c(=O)[nH]c1=O	-22	-13	-8	0	-9	9	-9	-78
COC(=O)c1cccc(NC(=O)c2cc3ccccc3o2)c1	41	0	-3	2	24	18	24	3
Cc1ccc2c(c1)nnn2C1CCN(C(=O)NC23CC4CC(CC(C4)C2)C3)CC1	13	-9	-5	.	-8	-4	-8	.
Cc1ccc(N2CC(NC(=O)N3CCN(C(=O)c4ccco4)CC3)CC2=O)cc1 (stereo unspecified)	-2	-3	-8	1	-12	-4	8	3
COC(=O)c1ccc(OC(=O)CCN2C(=O)C3C4c5ccccc5C(c5ccccc54)C3C2=O)cc1 (stereo unspecified)	-4	4	0	2	8	8	7	12
O=C(CSCc1ccccc1F)NCc1ccccc1	-3	-10	-6	2	9	4	2	7
CCOC(=O)c1ccc(N=Cc2nc3ccccc3n2C)cc1	26	3	-3	0	19	-13	-2	-3
O=[N+]([O-])c1ccc(Sc2cccc3cccnc23)c([N+](=O)[O-])c1	-9	-34	-6	2	-6	-14	-3	20
CCCc1cc(=O)[nH]c(SCC(=O)N2CCN(c3ccc(F)cc3)CC2)n1	-9	3	-6	-3	3	-3	-2	14
O=C(Nc1ccccc1)c1nnsc1S(=O)(=O)c1ccc(Cl)cc1	0	43	4	0	-7	3	8	18
CC1CCC(NC(=O)CCN2C(=O)C3C4C=CC(C4)C3C2=O)CC1 (stereo unspecified)	4	9	-6	2	-5	-5	-2	13
Cc1csc(SCCn2c(N3CCOCC3)nc3c2c(=O)[nH]c(=O)n3C)n1	9	-1	4	0	1	-3	1	10
